T cell modulator – modulates CD8 T cell binding to vesicles; 2C CD8+ T cell-vesicle binding, flow cytometry; hits give low values; calls only at 7 µM; 330,000 compounds, 0.068% hits; AID 2052;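 active = response, share of CD8 T cells binding vesicles, and their 90th percentile fluorescence all below set limits, cut at about 80% in these data, passing the limit was not always enough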
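Assay system: 2C TCR transgenic mouse naive CD8+ T cells, MACS-purified | Read-out: CD8+ gate FL2 mean fluorescence as % of same-row positive control | Signal: High-throughput flow cytometry with anti-B7-1 and anti-CD8 staining | Timing: Binding step 1.5 h, 37 °C, antibody labelling 20 min, ice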
TNAP activators – human TNAP enzyme activators, primary screen, biochemical, luminescent, no phosphate acceptor, uHTS (AID 1001). purified TNAP, luminescent activation assay, no phosphate acceptor; higher activation fold means a stronger effect. activation fold at 20 µM, or EC50 in µM where a hit was titrated. 200,000 compounds, 0.03% hits; in the data active = activation fold from about 3, or a potency from the dose series; inactive = the rest, 99 in 100 with activation fold below about 1.6; also: many of its hits are not listed in these tables
MT stabilize HCS – stabilizes microtubules in HeLa cells. HeLa tubulin immunostaining HCS, 24 h; share of cells brighter than vehicle mean+2SD. % tubulin-high responders, % at 10 µM. 200,000 compounds, 0.83% hits. AID 2205;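 active = plate Z-score above 3 for both tubulin-high and condensed-nucleus cell shares, with cell loss under 80%, at 10 µM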;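 also: anti alpha tubulin signal scored within the nucleus-defined area of each cell; some results filed as inactive read as strong as hits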
Dynein cargo inh – dynein cargo transport inhibition | 3617.4 mouse cells, GR-EGFP nuclear translocation imaging; test concentration mostly 20 µM; stimulated with dexamethasone, 1 µM; hits give low values | z-score, hits read low | 220,000 compounds, 0.47% hits | AID 1381;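 active = plate z-score of nuclear minus cytoplasmic receptor signal below a set negative limit, without overly bright fluorescence or cell loss, cut at about -3.5 in these data, passing the limit was not always enough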;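 also: z-score of nuclear minus cytoplasmic ring GR-EGFP intensity difference per well; some compounds called inactive have numbers as strong as hits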
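Also added – dexamethasone, 1.0 µM final · Buffer or medium – tet-free, stripped-serum medium · Schedule – induction 48 h, compound 1 h, agonist 30 min · Detection – formaldehyde fixation, Hoechst nuclear stain, 10x automated fluorescence imaging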
bCat nuc transl – modulators of beta-catenin nuclear translocation | HeLa beta-catenin nuclear translocation, immunofluorescence imaging | 190,000 compounds, 0.3% hits | nuclear translocation activity, % at 5 µM;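 active = nuclear translocation activity above 50% at 5 µM, with a well cell count of 50 or more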;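 also: per-cell ratio of nuclear to cytoplasmic median beta-catenin stain intensity; plate controls were DMSO negative control for no effect and GSK-3 inhibitor IX positive control for full effect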
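Test system: human HeLa cells, native beta-catenin. Compound dosing: 5 µM primary single dose, 0.1% DMSO, 0.02–20 µM confirmation series. Incubation: compound exposure 24 h at 37°C. Detection: beta-catenin immunostaining with DAPI counterstain, 20x imaging, 6 fields/well. Read-out basis: Nuclear/cytoplasmic beta-catenin signal ratio, % activation.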
Ins promoter up – MIN6 insulin promoter up-regulation; MIN6 insulin promoter-GFP reporter, high-content imaging; hits give high values; z-score at 5 µM; 190,000 compounds, 0.3% hits;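 active = z-score above 3 at 5 µM with at least 500 cells counted in the well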
Myeloid diff MLP – compounds promoting myeloid differentiation. ER-HoxA9 myeloid progenitors, lysozyme-GFP differentiation, flow cytometry. calls only at 10 µM. 360,000 compounds, 1% hits;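 active = normalized GFP-positive differentiation at or above the plate's own cutoff, the solvent-only control mean plus 3 SD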;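 also: cells exposed to compound for four days before flow analysis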
Lipid droplet – hepatic lipid droplet formation modulation; AML12 mouse hepatocytes, oleate lipid droplets, BODIPY imaging; inhibition, % at 6.5 µM; 240,000 compounds, 0.4% hits;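 active = lipid droplet intensity inhibited by at least 50%, with more than 500 cells counted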
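System: AML12 hepatocytes (mouse). Probe or stimulus: oleic acid at 100 µM to induce lipid droplet formation. Times: overnight treatment with compound plus oleate. Detection: Image-based BODIPY and DAPI two-channel analysis. Evaluation: percent inhibition of filter-corrected integrated lipid droplet intensity per well.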
PMI inhibitors – MPI enzyme activity inhibition – biochemical, fluorescence intensity, coupled assay, primary screen (AID 1209) | purified PMI enzyme, coupled fluorescence intensity; higher % means a stronger effect | inhibition, % at 20 µM; hits with a dose series show IC50 in µM | 190,000 compounds, 0.42% hits; in the data active = inhibition above about 50%;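 also: plate controls were DMSO vehicle for no effect and wells lacking substrate for full effect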
Dynein cargo inh cytoplasmic EGFP – second read-out of Dynein cargo inh, no call of its own (marks repeat the call); z-score; measured here: cytoplasmic GR-EGFP intensity; hits give high values
Dynein cargo inh nuclear GR-EGFP – further read-out of Dynein cargo inh, marked with its call; z-score; measured here: nuclear GR-EGFP intensity;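 lower value marks the stronger effect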
Dynein cargo inh cell count – second read-out of Dynein cargo inh, no call of its own (marks repeat the call); z-score; measured here: cell count per field
Ins promoter up cell count – also measured in Ins promoter up; calls as there; cell count; measured here: cytotoxicity, nuclei count;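 total cells summed across four imaged fields per well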
Lipid droplet cells 6.5 µM – second read-out of Lipid droplet, no call of its own (marks repeat the call); cell count; measured here: cell count, cytotoxicity flag;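 cells counted across two imaged fields per well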
bCat nuc transl cell count 5 µM – further read-out of bCat nuc transl, marked with its call; cell count; measured here: cell count, cytotoxicity flag
T cell modulator vesicle-bound % – second read-out of T cell modulator, no call of its own (marks repeat the call); double positive events, %; measured here: CD8+ vesicle-bound cell fraction;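 binding gate set so that unloaded-vesicle control wells show 10% double positive cells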
MT stabilize HCS Hoechst-high % – recorded beside MT stabilize HCS, whose call it bears; % Hoechst-high responders; measured here: nuclear condensation Hoechst responders;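 share of cells brighter than vehicle mean plus two SD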
MT stabilize HCS cytotoxicity % – also measured in MT stabilize HCS; calls as there; toxicity, %; measured here: cytotoxicity by cell density;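 0% = mean cell density of plate MIN control wells and 100% = no cells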
Myeloid diff MLP GFP+ MAC1+ % – further read-out of Myeloid diff MLP, marked with its call; GFP+ MAC1+ double positive, %; measured here: differentiation confirmed by MAC1 staining
Active calls of the source: *; i = inactive; . = no result given; + = active, no number.

Each structure is followed by: T cell modulator, T cell modulator vesicle-bound %, TNAP activators, MT stabilize HCS, MT stabilize HCS Hoechst-high %, MT stabilize HCS cytotoxicity %, Dynein cargo inh, Dynein cargo inh cytoplasmic EGFP, Dynein cargo inh nuclear GR-EGFP, Dynein cargo inh cell count, bCat nuc transl, bCat nuc transl cell count 5 µM, Ins promoter up, Ins promoter up cell count, Myeloid diff MLP, Myeloid diff MLP GFP+ MAC1+ %, Lipid droplet, Lipid droplet cells 6.5 µM, PMI inhibitors
> O=S(=O)(c1ccc(Br)s1)N1CCN(c2ccccc2)CC1
  i, 13, 1, 2.4, 1.8, 3.3, 0.082, -0.24, 0.29, -0.73, -6.4, 835, 0.15, 1341, i, 0.5, ., ., 5%
> CCCc1cc(C(=O)Nc2nccs2)cs1
  i, 12, 1.1, 3.3, 2.1, 3.0, -0.8, -0.23, -0.2, -0.62, ., ., 0.28, 1250, i, 2.1, 11, 762, 7%
> CCC(C)NC(=O)Cn1cc(S(=O)(=O)N2CCN(c3ccccc3F)CC2)c2ccccc2c1=O (stereo not drawn)
  i, 49, 1, 2.7, 1.3, 8.0, -0.41, -0.27, -0.034, 0.21, -2.4, 997, -0.11, 1624, i, 0.4, -3, 682, 14%
> CCOC(=O)CSc1nc2sc3c(c2c(=O)[nH]1)CCCC3
  i, 61, 1.2, 6.2, 3.0, 3.3, -0.13, -0.0084, 0.075, 0.49, -2.6, 1045, -0.1, 1249, i, 6.3, ., ., -1%
> COc1ccc2nc(NCCCNC(=O)c3cc(OC)c(OC)c(OC)c3)c(C#N)cc2c1
  i, 29, 1.7, 5.3, 2.1, 7.5, 1.6, -0.13, 0.95, -1.3, -4.1, 1035, -0.5, 1349, i, 0.8, ., ., 3%
> Brc1ccc(N=C(c2ccccc2)c2ccncc2)cc1
  i, 47, 1.1, 5.2, 2.8, 3.3, -0.55, -0.26, -0.6, 0.27, -0.1, 956, ., ., i, 0.7, -6, 604, 8%
> CCCCCn1c(N2CCN(c3cccc(Cl)c3)CC2)nc2c1c(=O)[nH]c(=O)n2C
  i, 42, 1.9, 4.5, 3.2, 6.7, -0.65, -0.29, -0.15, 0.44, -1.4, 1209, 0.34, 903, i, 0.2, ., ., 8%
> CC(C)(C)c1ccc(OCc2ccc(C(=O)NN)o2)cc1
  i, 28, ., ., ., ., 0.62, -0.28, -0.11, 0.63, 0.8, 1312, ., ., +, 2.1*, 0, 652, .
> COC(=O)CSc1nnc(SCc2ccc(Cl)cc2)s1
  i, 43, 1.3, 1.3, 1.3, 11, -0.46, -0.089, -0.17, 0.22, ., ., 0.07, 841, i, 1.9, 10, 815, -11%
> Cc1nonc1C(=O)N/N=C/c1ccc([N+](=O)[O-])o1
  i, 4, 0.9, 4.8, 1.7, 8.8, -0.58, -0.24, -0.28, 0.43, -0.1, 1093, 1.5, 1359, i, 0.3, -6, 674, -26%
> CCC(C(=O)NCc1ccncc1)c1ccccc1 (stereo not drawn)
  i, 45, 1.1, 1.5, 2.0, 2.3, -0.073, -0.27, -0.11, 0.63, 4.2, 1006, -0.26, 1326, i, 0.5, 7, 736, 1%
> CCn1c(C)c(CS(=O)(=O)c2ccccc2)[nH]c1=O
  i, 36, 1.1, 2.9, 1.4, 8.5, -5.6*, 2.5*, -2.5*, -1.3*, 0.1, 1054, -0.16, 1310, i, 0.1, 13, 689, 86%*
> Cc1cc(NC(=O)CSc2nnc(-c3ccco3)n2Cc2ccccc2)no1
  i, 27, 1, 7.5, 3.6, 1.3, -1, -0.26, -1.2, 1.2, -1.2, 1219, 0.09, 1201, i, 0.6, 9, 745, 4%
> CC(C)NC(=O)NS(=O)(=O)c1cnccc1NC1CC2CCC1C2 (stereo not drawn)
  i, 59, 1, 2.8, 2.4, 6.4, 1.2, -0.25, 1.7, -1.7, 0.4, 566, ., ., i, 0.4, 14, 793, -3%
> Cn1c(SCC(=O)NCc2ccco2)nc2ccccc2c1=O
  i, 6, 1.1, 2.9, 3.2, 6.2, -1.6, -0.23, -0.75, 5.1, -3.5, 864, 0.31, 1579, i, 1.2, ., ., 2%
> O=C(NCCc1c[nH]c2ccccc12)c1cc(S(=O)(=O)N2CCCCC2)ccc1N1CCOCC1
  i, 55, 1.1, 5.4, 1.3, 12, 0.25, -0.02, 0.71, -1.5, -8.3, 1021, 0.19, 1240, i, 0.4, ., ., 21%
> COc1cc(C(=O)NC2CC3CCCC(C2)N3CC(=O)Nc2ccccc2)cc(OC)c1OC (stereo not drawn)
  i, 17, 1.1, 1.8, 2.8, 9.3, -0.44, -0.21, -0.23, 0.79, -5.5, 1290, -1.5, 1172, i, 0.6, 6, 722, 6%
> CCn1c(SCC(=O)Nc2ccc(OCc3ccccc3)cc2)nnc1-c1ccco1
  i, 17, 1.1, ., ., ., ., ., ., ., -1.1, 1063, ., ., i, 0.7, ., ., 17%
> COc1ccc(C(=O)Nn2cnnc2)c(OC)c1
  i, 41, 1.4, 1.1, 1.7, 1.9, -0.69, -0.27, -0.31, 0.55, ., ., -0.19, 820, i, 0.7, 6, 805, 1%
> Cn1nccc1C(=O)Nn1cnnc1
  i, 23, 1.1, 2.6, 1.5, 12, 0.86, -0.25, 0.025, 0.21, -0.8, 1114, -0.15, 1377, i, 1.1, ., ., 3%

2 entries from above, reformatted:
Molecule | T cell modulator | T cell modulator vesicle-bound % | TNAP activators | MT stabilize HCS | MT stabilize HCS Hoechst-high % | MT stabilize HCS cytotoxicity % | Dynein cargo inh | Dynein cargo inh cytoplasmic EGFP | Dynein cargo inh nuclear GR-EGFP | Dynein cargo inh cell count | bCat nuc transl | bCat nuc transl cell count 5 µM | Ins promoter up | Ins promoter up cell count | Myeloid diff MLP | Myeloid diff MLP GFP+ MAC1+ % | Lipid droplet | Lipid droplet cells 6.5 µM | PMI inhibitors
Brc1ccc(N=C(c2ccccc2)c2ccncc2)cc1 | i | 47 | 1.1 | 5.2 | 2.8 | 3.3 | -0.55 | -0.26 | -0.6 | 0.27 | -0.1 | 956 | . | . | i | 0.7 | -6 | 604 | 8%
CCCCCn1c(N2CCN(c3cccc(Cl)c3)CC2)nc2c1c(=O)[nH]c(=O)n2C | i | 42 | 1.9 | 4.5 | 3.2 | 6.7 | -0.65 | -0.29 | -0.15 | 0.44 | -1.4 | 1209 | 0.34 | 903 | i | 0.2 | . | . | 8%

The list goes on:
Each structure is followed by: T cell modulator, T cell modulator vesicle-bound %, TNAP activators, MT stabilize HCS, MT stabilize HCS Hoechst-high %, MT stabilize HCS cytotoxicity %, Dynein cargo inh, Dynein cargo inh cytoplasmic EGFP, Dynein cargo inh nuclear GR-EGFP, Dynein cargo inh cell count, bCat nuc transl, bCat nuc transl cell count 5 µM, Ins promoter up, Ins promoter up cell count, Myeloid diff MLP, Myeloid diff MLP GFP+ MAC1+ %, Lipid droplet, Lipid droplet cells 6.5 µM, PMI inhibitors
> Cc1[nH]c2ccccc2c1C(=O)CN1CCC2(CC1)OCCO2
  i, 46, 1.1, 2.7, 1.9, 2.1, -0.39, -0.19, 0.22, 0.26, -3.3, 940, -0.12, 1536, i, 2.9, ., ., 7%
> O=C(O)c1cnn2c1NC(c1ccc(F)cc1)CC2C(F)(F)F (stereo not drawn)
  i, 39, 1, 4.4, 3.0, 4.8, -0.93, -0.23, -0.65, 0.99, 0.7, 992, ., ., i, 1.6, 1, 532, 9%
> O=S(=O)(Nc1cccc(-c2cn3cccnc3n2)c1)c1ccc(-c2ccccc2)cc1
  i, 47, 1, 1.2, 2.2, 3.4, -0.42, 0.039, -0.49, 0.004, ., ., ., ., i, 2.0, ., ., 8%
> C/C(=C\c1ccccc1)CN(C)CCN(C)C
  ., ., 1, 3.0, 3.1, 10, 0.58, -0.41, 0.1, -0.013, -3.6, 978, -0.4, 1321, ., ., ., ., -14%
> Cc1cc(/C=C2/C(=O)NN(c3ccccc3)C2=O)c(C)n1-c1cccc(O)c1
  i, 36, 1, 3.5, 3.1, 6.9, -1.1, -0.26, -0.46, 0.53, -1.7, 1103, 1.1, 1545, i, 0.9, 0, 621, 16%
> Cc1c(NC(=O)CCSCCc2ccccn2)cccc1[N+](=O)[O-]
  i, 57, 1, 3.3, 2.1, 7.1, 0.54, -0.35, -0.16, 0.25, -0.7, 1042, -0.36, 1009, i, 0.0, -16, 772, 2%
> CCNC(=O)CCc1nc(-c2ccc(C(C)(C)C)cc2)no1
  i, 50, 1.1, 3.8, 2.8, 5.2, -0.52, -0.24, 0.051, 0.46, -2.6, 1389, 0.15, 1428, i, 0.2, ., ., 2%
> CCOC(=O)c1sc(NC(=O)c2ccc(C)o2)nc1C
  i, 9, 1.1, 2.1, 2.1, 19, 0.19, -0.47, 0.058, 0.32, -0.5, 1074, -0.42, 989, i, 6.2, ., ., 10%
> C1=C(N2CCOCC2)/C(=C/c2nc3ccccc3[nH]2)CC1
  i, 34, 1.1, ., ., ., ., ., ., ., 0.6, 1111, 3.4*, 905*, i, 1.3, ., ., -20%
> COc1cccc(CNC(=O)CCC2CCCN(Cc3cc(Cl)ccc3O)C2)c1 (stereo not drawn)
  i, 10, 1.1, 1.7, 1.0, 6.1, 0.45, -0.31, 0.26, 0.57, -0.2, 990, 0.16, 1434, i, 0.5, -12, 718, -1%
